From PubChem
Hck Nef HTS – human Hck-Nef kinase inhibition; P08631; Recombinant Hck-YEEI plus Nef, Z-Lyte FRET kinase assay; inhibition, % at 20 µM; actives 0.68% (n = 220,000);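 active = Hck-Nef kinase inhibition above about 50%, limit read from the data; inactive = inhibition below that limit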;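 note: 0% = DMSO with Hck plus Nef and 100% = Hck alone without Nef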
Tb hexokinase – T. brucei hexokinase 1 inhibition; actives 0.11% (n = 220,000); inhibition, % at 10 µM; AID 1430; recombinant TbHK1, G6PDH-coupled NADH A340;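 active = inhibition of 50% or more in the single-dose primary screen; inactive = inhibition below 50%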
NCF1 inh – p47phox (human) inhibition; P14598; actives 0.53% (n = 220,000); p47phox/p22phox peptide binding, fluorescence polarization, 2 h; inhibition, % at 24.7 µM; AID 1274;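 active = inhibition above about 30%, limit read from the data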;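 note: 0% = p47phox with labelled peptide and 100% = labelled peptide alone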
MDM2 E3 inh – Mdm2 E3 ligase (human) inhibition | Q00987 | cell-based MDM2 ubiquitination luciferase reporter, 2 h; 0 = plate control, 100 = twice control, blank-subtracted | signal enhancement, % at 5 µM | actives 0.11% (n = 210,000) | AID 1230;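 active = signal enhancement of 30% or more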;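 note: luminescence tracks abundance of the self-degrading MDM2-luciferase fusion protein; higher signal means inhibition of MDM2 E3 ligase activity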
Target sequence (Q00987 whole entry, looked up, the tested form may be a part): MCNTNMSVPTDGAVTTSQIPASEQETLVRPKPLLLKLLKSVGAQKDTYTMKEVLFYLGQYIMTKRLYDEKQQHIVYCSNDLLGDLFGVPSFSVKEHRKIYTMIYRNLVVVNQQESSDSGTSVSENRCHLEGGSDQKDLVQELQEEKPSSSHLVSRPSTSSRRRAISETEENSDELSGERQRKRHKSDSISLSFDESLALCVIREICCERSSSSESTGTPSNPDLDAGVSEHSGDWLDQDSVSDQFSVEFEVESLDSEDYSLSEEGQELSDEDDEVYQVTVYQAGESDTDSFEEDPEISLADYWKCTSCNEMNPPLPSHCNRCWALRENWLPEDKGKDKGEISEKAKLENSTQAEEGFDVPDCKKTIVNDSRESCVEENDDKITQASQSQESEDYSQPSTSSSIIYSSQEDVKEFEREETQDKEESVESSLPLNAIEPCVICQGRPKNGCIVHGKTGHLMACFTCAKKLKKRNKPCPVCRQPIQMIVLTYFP
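Assay system: stable mammalian line carrying autodegrading MDM2–luciferase fusion reporter; amount: 2000 cells seeded into each well; buffer or medium: DMEM; benchmarks: plate control and blank wells; signal: luciferase luminescence; timing: 2 h compound exposure at 37 °C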
zVAD death inh – L929 zVAD cell death inhibition | L929 zVAD necroptosis rescue, ATP luminescence, 24 h; with zVAD 60 µM | viability rescue, % at 10 µM | actives 0.38% (n = 220,000) | AID 1377;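 active = activation, scaled between plate controls, above about 75%, limit read from the data; inactive = activation under that limit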;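 note: 0% = zVAD with DMSO and 100% = DMSO alone without zVAD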
Runt-SMMHC FRET – blocks binding of human RUNX1 Runt domain to CBFb-SMMHC; Q01196+Q13951; Cerulean-Runt/Venus-CBFb-SMMHC FRET ratio 530/480, 1 h; inhibition, % at 20 µM; actives 0.74% (n = 220,000); AID 1434;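 active = mean inhibition across duplicate retests at 20 µM reaching about 50%, limit read from the data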;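 note: 0% = DMSO wells and 100% = wells with excess untagged CBFb-SMMHC; inhibitors lower the FRET ratio by blocking Runt binding to CBFb-SMMHC; some results filed as inactive read as strong as hits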
14-3-3 Bad PPI – disrupts binding of bovine 14-3-3 zeta to phospho-Bad peptide; TR-FRET 14-3-3zeta/Dy647-pBad peptide displacement, 1 h; P63103; inhibition, % at 21.7 µM; AID 781; actives 0.71% (n = 220,000);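 active = inhibition above about 70%, limit read from the data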;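 note: 0% = full 14-3-3 plus peptide FRET controls and 100% = background without 14-3-3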
Target sequence (P63103 whole entry, looked up): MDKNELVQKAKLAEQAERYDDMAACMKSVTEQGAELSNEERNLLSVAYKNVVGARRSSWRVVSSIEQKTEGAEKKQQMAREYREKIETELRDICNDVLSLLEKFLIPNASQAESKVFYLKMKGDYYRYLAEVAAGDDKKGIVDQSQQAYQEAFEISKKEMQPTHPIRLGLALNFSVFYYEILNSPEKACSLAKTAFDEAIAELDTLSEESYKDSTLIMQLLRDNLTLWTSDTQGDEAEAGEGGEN
EBV gp42 inh – EBV gp42 inhibition; Q1HVG2; Fluorescence polarization binding assay, mP read-out; inhibition, % (tested at 21.74 µM); actives 0.42% (n = 220,000); AID 1085; in the data active = inhibition above about 50%
Target sequence (Q1HVG2 whole entry, looked up): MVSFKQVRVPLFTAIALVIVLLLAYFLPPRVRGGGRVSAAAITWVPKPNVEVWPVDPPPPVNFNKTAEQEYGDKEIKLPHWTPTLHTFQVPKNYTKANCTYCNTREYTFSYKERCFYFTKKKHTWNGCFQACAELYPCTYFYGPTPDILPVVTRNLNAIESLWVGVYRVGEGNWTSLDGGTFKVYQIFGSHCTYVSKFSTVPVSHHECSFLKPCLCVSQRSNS
Runt-CBFb FRET – Runt domain-CBFb interaction inhibition | Cerulean-Runt/Venus-CBFb FRET ratio 530/480, 1 h | Q01196+Q13951 | inhibition, % at 20 µM | actives 0.46% (n = 220,000);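 active = inhibition over about 50% at 20 µM in the single-dose screen, limit read from the data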;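 note: 0% = DMSO wells and 100% = excess unlabeled CBFb competitor control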
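Assay system: Cerulean-tagged RUNX1 Runt domain (FRET donor) fusion protein / Amount: 100 nM each of Venus-CBFb and Cerulean-Runt domain / Medium: Tris buffer pH 7.5 with salts and BSA / Also added: Venus-CBFb 100 nM / Schedule: 1 h complex formation plus 1 h compound treatment, room temperature / Signal: FRET fluorescence / Read-out: loss of energy transfer signal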
An asterisk follows results filed as active; . = not tested or not shown; [ ] = remark or other dose.

SMILES,zVAD death inh,Tb hexokinase,Runt-SMMHC FRET,NCF1 inh,Runt-CBFb FRET,14-3-3 Bad PPI,Hck Nef HTS,EBV gp42 inh,MDM2 E3 inh
COC(=O)N/N=C/c1cc([N+](=O)[O-])cc(Br)c1O,0.4,-10,-3,2,0,13[fluorescence artefact?],4,2,-3
O=C1C(=O)N(c2ccccc2)c2ccccc21,0.5,-11,6,0,5,-13,1,-2,-12
CC1CCN(C(=O)CNC(=O)c2ccc(Cl)cc2Cl)CC1,-0.2,5,-4,-3,-1,13,1,-25,-7
O=C(CN1CCN(S(=O)(=O)c2ccccc2)CC1)NC(=O)NCc1ccccc1,0.3,1,-4,-16,-2,-3[fluorescence artefact?],3,-14,-1
CC(C)N1CCN(Cc2ccc(-c3ccccc3Cl)o2)CC1CCO (centres undefined),1.2,12,5,-4,10,-5,7,3,-7
O=C(NC1CC1)C(=O)c1c(-c2ccccc2)[nH]c2ccccc12,.,-19,2,-6,-1,2,-4,-10,.
CCCc1nc2oc3c(=O)[nH]cnc3c2c2c1COC(C)(C)C2,-0.1,-3,2,3,2,-1,17,-11,2
Cc1cc(C)cc(NC(=O)N2CCN(S(C)(=O)=O)CC2)c1,0.3,1,2,6,0,-9,-7,-1,-11
Cc1ccc(SCc2ccc(C(=O)Nc3ccccc3C(=O)NC(C)C)cc2)cc1,1.6,-9,-3,-15,-3,3,1,-10,-8
CC1CCCC(C)N1C(=O)c1cccc2c1-c1ccccc1/C2=N/O (centres undefined),0.2,7,2,-4,0,-5,6,-24,0
Cn1nc(C(F)(F)F)c(CO)c1Sc1ccc(F)cc1,0.9,4,2,3,2,-1,-16,-3,-13
Cc1ccc([N+](=O)[O-])cc1NC(=O)c1ccc(C(C)(C)C)cc1,4.7,8,3,-8,0,-1,0,-12,-20
COc1ccc(/C=C/c2nnc(NC(=O)CC(C)C)s2)cc1,-0.1,-35,0,-11,-2,-6,27,-21,2
Cc1nc2nc(C)c(CCC(=O)N3CCOCC3)c(C)n2n1,0.1,7,0,-9,0,-7,2,-1,-5
CCCN(CC(=O)Nc1cc(Cl)cc(Cl)c1)CC(=O)Nc1ccc(F)c(F)c1F,5.1,15,-4,-27,-1,-9,2,-17,-5
COc1ccc(-c2[nH]ncc2CN2CCC(N3CCSCC3)CC2)c(F)c1,1.5,-1,4,-3,1,-2,25,24,-9
O=C(N/N=C/c1cccc(Cl)c1)c1c(O)c2c([nH]c1=O)CCCC2,1.8,-27,-10,-9,-7,7,16,-21,-14
O=C1C=C(Nc2cccc(Cl)c2)CC(c2ccco2)C1 (centres undefined),0.9,-10,1,-10,4,-7,1,-4,-12
CCc1cccc(C)c1NC(=O)CSc1nc2ccccc2n1CC(=O)N(C)C,-0.2,3,0,1,-1,9,-8,-1,-17
O=C(O)c1cccnc1Br,0.7,-6,-3,-13,0,-4,5,0,-12
S=c1[nH]nc(C2CC2)n1Cc1ccco1,-0.2,-9,2,-4,11,-1[fluorescence artefact?],3,10,.
CCNC(=S)NNC(=O)CSc1nc2ccccc2[nH]1,4.0,-1,2,-6,2,-6,27,-26,1
CC1c2ccsc2CCN1S(=O)(=O)c1ccccc1 (centres undefined),0.6,-5,0,0,0,3,1,-2,-14
S=C(Nc1ccccc1)N1CCn2c(nc3ccccc32)C1,2.8,-1,1,-13,2,15,4,3,-21
Cc1ccc(S(=O)(=O)c2nc(-c3ccc(F)cc3)oc2SCC(=O)NCC2CCCO2)cc1 (centres undefined),0.0,2,-6,-5,1,22,0,-11,-1
CCc1ccc(NC(=O)c2cc(Br)ccc2Br)cc1,8.4,1,2,-4,0,-10,19,4,1
CCCC1(CCC)C(=O)NC(=NCCc2ccc(OC)c(OC)c2)NC1=O,0.1,-6,-3,2,3,1,0,-7,-13
O=C(NCCc1csc(-c2cccnc2)n1)c1ccccc1,2.6,1,3,-1,0,0,3,2,-7
O=c1cc(-c2ccccc2)nc(SCCOc2ccccc2Cl)[nH]1,-0.8,-5,-2,-2,-4,-4,9,-3,-21
O=C1CSC(=Nc2ccccc2[N+](=O)[O-])N1,45,1,-1,0,0,-10,21,8,-11
CC1(C)NC(=O)N(CCCOc2ccc(Br)cc2Cl)C1=O,0.1,3,-4,0,-1,.,-8,-5,-12
OC1CCN(Cc2cn(Cc3ccccc3)nc2-c2cc3ccccc3o2)CC1,0.8,7,-1,-15,0,-1,16,-9,1
COc1ccc(CC(=O)NCc2n[nH]c(=S)n2-c2ccc(F)cc2)cc1,1.8,-4,10,-13,1,-17,4,-12,3
CCCCCC1CC(=O)C=C(C)C1C(=O)OC (centres undefined),-0.6,-3,-7,5,0,-3,9,-5,-12
CCOC(=O)c1ccccc1NC(=O)CSc1ccccc1,0.4,5,-16,2,-2,-2,13,2,.
S=c1nc[nH]c2c1[nH]c1ccc(Cl)cc12,0.1,-9,-2,-15,19,-2,25,-1,.
Cc1cc(SCC(=O)NCCC2=CCCCC2)nc2ccccc12,-0.5,3,2,-6,-2,16[fluorescence artefact?],6,-7,-15
O=C(NCc1ccc2c(c1)OCO2)c1ccc(CS(=O)(=O)c2cccc(C(F)(F)F)c2)o1,-0.1,5,-1,9,-4,2,2,-13,-24
CC(C)(CSc1nncn1N)NS(=O)(=O)c1ccc(Cl)cc1,-0.1,1,-2,-22,-1,-8,2,-12,-13
O=C(N/N=C/c1cccs1)c1cnccn1,0.1,-49,-1,-6,-1,-7,1,-18,-21
O=C(c1cc(-c2ccc(O)cc2)on1)N1CCc2ccccc2C1,2.4,-14,-5,0,1,9,21,-15,-13
Cc1nnc(SCC(=O)NCc2cccs2)n1-c1ccccc1,0.0,1,-3,2,0,0,1,-14,-1
COc1ccc(N2CCN(CC(=O)Nc3cc(C)on3)CC2)cc1,0.1,1,0,1,-2,43,4,3,-13
Cc1ccc(C)c(SCc2nc3sc(C(=O)O)c(C)c3c(=O)[nH]2)c1,0.4,-10,-16,0,-6,0,31,-9,.
O=C(NNS(=O)(=O)c1ccc(F)cc1F)c1csc(-c2cccnc2)n1,0.8,-6,-4,2,1,5,3,-10,-11
N#Cc1c(SCC(N)=O)nc2c(c1-c1ccncc1)CCCC2,1.6,1,0,-1,2,2,3,-27,-9
COc1ccc(CN(C)CC(=O)Nc2sc3c(c2C#N)CCC3)cc1OC,0.9,-3,-2,-10,-3,-9,17,-10,13
C/C(CC(=O)Nc1cccnc1)=N\NC(=O)C(C)Oc1ccc(Cl)cc1Cl (centres undefined),2.9,-9,-6,-5,0,2,12,-12,-17
CCNc1nc(N2CCCC2)nc(N2CCCC2)n1,-0.3,-5,1,2,2,-5,24,-12,1
CCN1CCCC1CNC(=O)C(=O)Nc1cccc(OC)c1 (centres undefined),0.8,30,0,-4,3,-6,-4,-2,-17
CC(NC(=O)Cc1ccccc1)C1COc2ccccc2O1 (centres undefined),0.7,-3,-5,-5,-2,-3,12,1,-9
Cc1cc(C(=O)CSc2nc3ccccc3c(=O)[nH]2)c(C)n1CC1CCCO1 (centres undefined),0.2,-7,0,-3,3,-15,27,0,-13
CC1Cc2nc(SCC(=O)N3CCN(c4ccccc4)CC3)n(CCc3ccccc3)c(=O)c2S1 (centres undefined),-0.2,1,-2,-16,0,11,22,-11,-22
Cc1cc(NC(c2cccnc2)c2c(C)[nH]c3ccccc23)no1 (centres undefined),6.1,-1,-24,-4,1,5,-3,-26,1
O=C1CCC(C(=O)N2CCC(CO)(Cc3ccc(Cl)cc3)CC2)=NN1,-0.3,-5,-3,-3,0,-10,18,-12,-15
CS(=O)(=O)N(CCC#N)Cc1ccc(/C=C2\C(=O)Nc3ccccc32)o1,22,-23,-1,-6,3,-4,39,0,-18
COc1ccc(NC(=O)Cc2ccccc2)cn1,3.0,1,-4,-6,-2,-5,-10,35,-8
O=c1[nH][nH]c(C(F)(F)F)c1C=Nc1ccccc1,0.2,1,-5,-10,-3,25,1,-22,-6
CN1C(=O)/C(=C/c2ccc(-c3ccccc3[N+](=O)[O-])o2)SC1=Nc1ccc(Cl)c(C(=O)O)c1,-0.5,-9,40,-12,40,4,5,-3,-9
CCOC(=O)C1=C(C)NC2=C(C(=O)CCC2)C1c1ccsc1 (centres undefined),-0.1,-5,7,-8,3,-15,5,-13,0

Some of the entries so far, with values under each structure:
Every second line gives: zVAD death inh	Tb hexokinase	Runt-SMMHC FRET	NCF1 inh	Runt-CBFb FRET	14-3-3 Bad PPI	Hck Nef HTS	EBV gp42 inh	MDM2 E3 inh
- Cc1ccc(C)c(SCc2nc3sc(C(=O)O)c(C)c3c(=O)[nH]2)c1
  0.4	-10	-16	0	-6	0	31	-9	.
- COC(=O)N/N=C/c1cc([N+](=O)[O-])cc(Br)c1O
  0.4	-10	-3	2	0	13[fluorescence artefact?]	4	2	-3

(further entries)
SMILES,zVAD death inh,Tb hexokinase,Runt-SMMHC FRET,NCF1 inh,Runt-CBFb FRET,14-3-3 Bad PPI,Hck Nef HTS,EBV gp42 inh,MDM2 E3 inh
Cc1nnc(N/N=C/c2ccc(-c3ccc(Br)cc3)o2)n1N,29,-35,8,-7,20,-4,0,-7,-2
COc1ccc(S(=O)(=O)N(Cc2ccccc2)c2ccccc2C(=O)Nc2ccccc2C(=O)NCc2ccco2)cc1,-0.1,-6,5,-12,2,6,-1,-12,19
CCc1cccc(C)c1NC(=O)c1ccoc1C,-0.1,-2,1,-13,3,-2,2,-12,-9
O=C(O)c1ccc2c(c1)C(=O)N(N1C(=O)c3ccccc3C1=O)C2=O,1.7,30,2,-1,0,-23,1,-8,-12
Cc1ccnc(NC(=O)c2cc(-n3cnnc3)ccc2Cl)c1,0.0,-3,1,-15,-1,4,1,-21,7
COc1cccc(Nc2nc(-c3ccc4c(c3)OCCO4)cs2)c1,0.6,6,2,-1,3,16,0,-12,-5
C=CCn1c(-c2ccc3[nH]c(C)c(C)c3c2)n[nH]c1=S,0.2,-1,12,-13,15,18[fluorescence artefact?],1,-11,.
CCC/C(=N\NC(=O)CNC(=O)c1ccc(Cl)cc1)c1ccccc1,3.2,1,3,-8,1,-13,21,2,-7
OCCN1CCN(C(=S)c2ccc(Br)cc2)CC1,0.1,-1,29,-14,33,1,-1,0,-11
COc1ccccc1-c1nc(-c2ccccc2)[nH]c(=O)c1C#N,35,-1,2,1,1,-5,22,-11,4
COc1ccccc1CC(=O)Nc1c[nH]c(=O)[nH]c1=O,0.2,7,3,-3,4,2[fluorescence artefact?],2,-3,-15
CCCCN(CC)S(=O)(=O)c1ccc(C(=O)Nc2nnc(COC)o2)cc1,1.4,-3,7,-7,-4,-10,0,-2,-15
N/C(=N\OC(=O)c1ccc([N+](=O)[O-])cc1)c1cccnc1,1.7,-2,1,-17,1,3,3,-6,-4
Cc1cc(C)n(-c2nc3ccccc3c(=O)n2OCc2ccc(F)cc2)n1,-0.2,16,-6,6,-1,70*[fluorescence artefact?],4,-5,7
